# Bioassay records from PubChem.
# DNMT1 inh: inhibitors of human DNMT1 | P26358 | DNMT1 molecular beacon, Hinp1I cleavage, fluorescence | inhibition (reported as % activation of signal), % at 10 µM | 0.83% of 360,000 active; in the data active = inhibition above about 50%
# SUMO1-SIM PPI: alters human SUMO1 binding to SIM partners | P63165 | SUMO1 binding to a labelled peptide, TR-FRET, 1 h | inhibition, % at 20 µM | 0.33% of 360,000 active; in the data active = inhibition above about 37%
# STEP block: blocks human striatal-enriched tyrosine phosphatase; P54829; recombinant STEP, OMFP fluorogenic substrate, fluorescence; 0.25% of 360,000 active; AID 588621; inhibition, % at 20 µM;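 active = inhibition at 20 µM, scaled per plate between control wells, above about 37%, limit read from the data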;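 note: 0% = DMSO with enzyme and substrate and 100% = substrate only without enzyme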
#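 Assay system: isolated STEP enzyme / Timing: 20 min at room temperature, dark / Doses: 20 µM, 1% DMSO / Technique: fluorescence intensity, excitation 480 nm, emission 540 nm / Reagent: fluorogenic phosphatase substrate OMFP at 25 µM final / Measure: percent inhibition scaled to no-enzyme and uninhibited-enzyme controls, plate-pattern corrected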
# Scp1 inh: inhibitors of human Scp-1 phosphatase | inhibition, % at 20 µM | Recombinant Scp1, phosphopeptide, malachite green phosphate absorbance | Q9GZU7 | AID 493091 | 0.88% of 340,000 active;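 active = inhibition above about 50% at 20 µM, limit read from the data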;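 note: plate controls were DMSO wells with enzyme for no effect and wells lacking enzyme for full effect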
#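 Assay system: SCP-1 catalytic fragment, aa 76-261 | Buffer or medium: Tris acetate buffer pH 5.5 with MgCl2 and Tween-20 | Compound: One concentration, 20 µM, with 1.0% DMSO | Also added: Phospho 17-mer peptide substrate | Signal: Absorbance at 630 nm | Incubation: 45 min enzyme reaction at room temperature | Measure: % inhibition of SCP-1 phosphate liberation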
# CSN deneddyl inh: inhibitors of human CSN-mediated cullin deneddylation. Q92905. Purified CSN, SCF-Nedd8-OG deneddylation, fluorescence polarization. inhibition, % at 12.5 µM. 0.38% of 360,000 active. AID 651999;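 active = pattern-corrected inhibition above about 35%, with an unprinted fluorescence ratio check between 0.5 and 1.5, limit read from the data, passing the limit was not always enough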;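 note: 0% = enzyme with substrate and 100% = substrate without enzyme; some results filed as inactive read as strong as hits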
#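 Schedule: reaction 90 min, room temperature / Assay system: HEK293T-derived human Csn5 enzyme / Input: Csn5 at 0.24 nM final / Measure: inhibition of Csn5 cleavage, % / Control set: substrate-only high control, full reaction low control / Technique: fluorescence polarization of the substrate / Buffer or medium: Tris/NaCl/DTT buffer, pH 7.5 / Reagent: SCFSkp2-Nedd8OG substrate at 10 nM final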
# NadD inh: blocks S. aureus nicotinate mononucleotide adenylyltransferase. 0.78% of 360,000 active. inhibition, % at 20 µM. purified NadD enzyme, colorimetric absorbance read-out; in the data active = inhibition above about 26%; note: some compounds past the cut are filed as inactive
# Rpn11 inh: Rpn11 (human) deubiquitinase inhibition. O00487. human 26S proteasome, Ub4-pepOG fluorescence polarization; 20S core pre-blocked with epoxomicin. calls only at 20 µM. 0.59% of 360,000 active. AID 588493;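 active = inhibition at 20 µM, scaled to each plate's controls, above about 33%, limit read from the data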
# Rin1 Abl inh: human Rin1-Abl interaction inhibition | AID 588664 | TR-FRET Rin1/Abl binding, biochemical | P00519+Q13671 | inhibition, % at 7.35 µM | 0.4% of 360,000 active; in the data active = inhibition above about 5%, passing the limit was not always enough
# Target sequence (P00519 whole entry, looked up): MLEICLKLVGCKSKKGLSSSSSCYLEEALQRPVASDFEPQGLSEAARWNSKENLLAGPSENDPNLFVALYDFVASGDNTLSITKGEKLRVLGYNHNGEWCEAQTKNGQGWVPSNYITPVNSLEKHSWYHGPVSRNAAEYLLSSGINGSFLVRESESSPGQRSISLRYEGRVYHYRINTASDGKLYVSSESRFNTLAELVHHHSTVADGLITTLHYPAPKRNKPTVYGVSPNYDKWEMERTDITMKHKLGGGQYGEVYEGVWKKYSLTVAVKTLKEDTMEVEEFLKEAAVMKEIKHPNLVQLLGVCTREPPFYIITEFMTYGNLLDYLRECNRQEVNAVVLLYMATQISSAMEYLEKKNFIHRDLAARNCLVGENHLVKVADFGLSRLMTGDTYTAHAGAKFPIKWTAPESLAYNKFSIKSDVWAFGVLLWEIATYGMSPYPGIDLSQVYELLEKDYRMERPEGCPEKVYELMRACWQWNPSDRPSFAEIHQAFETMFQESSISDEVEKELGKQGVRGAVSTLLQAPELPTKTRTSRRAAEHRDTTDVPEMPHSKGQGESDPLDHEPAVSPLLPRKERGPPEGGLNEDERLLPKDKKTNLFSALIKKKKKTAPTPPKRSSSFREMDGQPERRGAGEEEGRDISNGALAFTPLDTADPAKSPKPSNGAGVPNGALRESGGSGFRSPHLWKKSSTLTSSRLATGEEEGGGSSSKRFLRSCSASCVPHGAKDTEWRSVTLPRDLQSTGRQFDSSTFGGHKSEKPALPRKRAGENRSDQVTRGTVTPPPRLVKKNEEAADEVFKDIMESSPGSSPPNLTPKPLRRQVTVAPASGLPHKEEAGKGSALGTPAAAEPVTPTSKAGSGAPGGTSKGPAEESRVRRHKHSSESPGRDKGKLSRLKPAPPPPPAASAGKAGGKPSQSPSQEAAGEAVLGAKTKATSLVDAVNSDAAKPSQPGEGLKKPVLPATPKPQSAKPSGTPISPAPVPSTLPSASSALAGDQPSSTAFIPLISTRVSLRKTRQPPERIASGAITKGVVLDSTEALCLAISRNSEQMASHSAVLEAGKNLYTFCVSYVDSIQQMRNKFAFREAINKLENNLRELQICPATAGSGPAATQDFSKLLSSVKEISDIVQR
# Target sequence (Q13671 whole entry, looked up): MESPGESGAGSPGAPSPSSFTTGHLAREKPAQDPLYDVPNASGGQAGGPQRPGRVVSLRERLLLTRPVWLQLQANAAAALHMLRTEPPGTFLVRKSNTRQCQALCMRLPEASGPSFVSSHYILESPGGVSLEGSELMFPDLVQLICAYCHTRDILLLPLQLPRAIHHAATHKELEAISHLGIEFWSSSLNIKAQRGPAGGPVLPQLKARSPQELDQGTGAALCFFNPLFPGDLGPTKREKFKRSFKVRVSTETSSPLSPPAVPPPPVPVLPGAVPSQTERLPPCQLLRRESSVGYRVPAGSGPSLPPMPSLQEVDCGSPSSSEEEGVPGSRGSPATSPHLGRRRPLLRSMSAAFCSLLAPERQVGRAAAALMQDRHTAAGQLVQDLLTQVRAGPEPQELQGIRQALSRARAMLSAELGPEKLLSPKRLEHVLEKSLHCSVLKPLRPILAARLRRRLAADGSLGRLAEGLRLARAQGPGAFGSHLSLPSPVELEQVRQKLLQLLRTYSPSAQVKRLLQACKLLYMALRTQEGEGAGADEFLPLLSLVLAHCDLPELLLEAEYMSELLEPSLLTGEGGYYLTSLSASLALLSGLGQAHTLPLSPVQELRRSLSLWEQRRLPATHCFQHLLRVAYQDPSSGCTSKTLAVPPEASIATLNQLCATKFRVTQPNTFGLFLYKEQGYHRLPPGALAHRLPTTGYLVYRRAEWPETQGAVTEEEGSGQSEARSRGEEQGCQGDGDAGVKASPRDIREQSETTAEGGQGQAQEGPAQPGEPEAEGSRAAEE
# LMPTP block: blocks human LMPTP phosphatase | inhibition, % at 20 µM | recombinant LMPTP-A, OMFP fluorogenic substrate, fluorescence intensity | 0.22% of 360,000 active | P24666;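 active = compounds that cut the enzyme signal by at least half of the control window in the single-dose screen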;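 note: plate controls were DMSO wells with enzyme plus substrate for no effect and substrate without enzyme for full effect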
#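 Test system – LMPTP-A phosphatase enzyme · Quantity – 0.625 nM LMPTP-A final · Reagent – OMFP substrate, 400 µM final · Dosing – one test concentration per compound, 20 µM, with 3% DMSO overall · Timing – 50 min enzyme reaction at room temperature, protected from light · Detection – fluorescence intensity · Controls – substrate-only low control, DMSO enzyme-plus-substrate high control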
# Neddyl block: cullin neddylation inhibition; P61081+Q13564; TR-FRET cullin neddylation, biochemical; calls only at 25 µM; 0.58% of 360,000 active; in the data active = inhibition above about 36%
# * marks the source's active call; other numbers are inactive results; i = inactive; x = not tested or not shown; + = active, no number.
SMILES,DNMT1 inh,SUMO1-SIM PPI,STEP block,Scp1 inh,CSN deneddyl inh,NadD inh,Rpn11 inh,Rin1 Abl inh,LMPTP block,Neddyl block
CCc1ccc([C@@H]2CC=C(C(=O)O)[C@H](c3ccc(C)cc3)N2S(=O)(=O)c2ccc(C)cc2)cc1,7,6,-4,-11,-1,12,i,2,2.1,i
CC(C)(CNC(=O)CC1C(=O)NCCN1Cc1cccc(F)c1)N1CCOCC1 (configuration not stated),-2,-4,0,-7,-1,-5,i,2,-1.5,i
Cn1c(=O)c2ncn(CC(=O)N/N=C/C=C/c3ccccc3)c2n(C)c1=O,0,-15,1,-2,-15,-6,i,-4,-1.7,i
COC(=O)c1ccc(N2C(=O)C3CC=CC(C)C3C2=O)cc1 (configuration not stated),4,-1,-4,-3,-3,2,i,2,-0.1,i
Cc1ccc(N=CC2=C(O)CC(c3cccc(Cl)c3)CC2=O)cc1 (configuration not stated),6,-4,3,-5,3,-1,i,1,-0.1,x
COc1cc(/C=C2/SC(=Nc3ccc(O)cc3)NC2=O)ccc1O,1,13,-5,-7,25,-7,+,-4,1.0,i
CCOc1cc(/C=N/NC(=O)c2ccc(CN3CCOCC3)cc2)ccc1OC,6,-7,2,3,1,-1,i,-2,0.0,i
Cc1ccc(C(=O)NC(=S)Nc2ccc(NC(=O)c3cccc(Cl)c3)cc2)cc1,4,-4,-1,-4,-13,1,i,-3,-0.6,i
COc1ccc2c3c(c(=O)oc2c1OCC(=O)O)CCCC3,20,6,2,-6,-9,-4,i,1,-1.7,x
O=C(CSc1n[nH]c(=O)n1C1CC1)c1c[nH]c2ccccc12,1,0,0,-8,0,-1,i,2,0.1,i
CC(=O)N1CCN(c2nc(C)nc3sc4c(c23)CCC(C)C4)CC1 (configuration not stated),-1,5,2,-3,2,12,i,-4,-0.4,i
COCCCC1CCN(C(=O)C2CCC(=O)N(CCCc3ccccc3)C2)CC1 (configuration not stated),1,4,-2,x,-1,-2,i,-2,-1.5,i
COc1ccc(/C=N/Nc2cc(C)nc3ccc(Br)cc23)cc1,17,-15,7,9,1,9,i,-8,17,i
Cc1ccc(S(=O)(=O)/N=C(/c2ccc(F)cc2)N2CCCCC2)cc1,1,2,-3,-4,2,-6,i,3,-0.7,i
CCN(C(=O)COC(=O)c1ccc(F)c(S(=O)(=O)N2CCOCC2)c1)C1CCS(=O)(=O)C1 (configuration not stated),3,1,0,-10,-4,-2,i,-2,-1.1,i
O=C(c1ccc(N2CCCC2=O)cc1)N1CCCCCC1,-2,-3,0,0,4,-3,i,1,-0.5,i
CCOc1ccc(S(=O)(=O)NNC(=S)Nc2ccc(Br)cc2)cc1,1,1,-4,-14,-16,3,i,0,0.7,i
COc1ccc(NC(=O)C2Cc3ccccc3CN2C(=O)c2ccccc2)cn1 (configuration not stated),-2,4,0,-5,-14,-4,i,-4,-1.4,i
Cc1cc(NC(=O)[C@H](C)NC(=O)c2ccco2)ccc1Br,3,2,-2,-11,0,-3,i,-2,3.4,i
COC(=O)c1cc(Br)c(=O)n(CCc2ccc(F)cc2)c1,-7,2,-5,-6,2,-5,+,-2,-2.1,i
COc1ccc2c(=O)cc(C(=O)O)oc2c1,4,-2,0,-11,-13,3,i,3,-1.8,i
COc1ccc(OCCSc2nc(N)cc(=O)[nH]2)cc1,-1,2,-1,-7,-1,-5,i,0,0.7,i
Cc1ccc(-n2nc3c(=O)n(CCCC(=O)NCCc4ccccc4C)nc(C)c3c2C)cc1,2,8,2,-3,-4,-3,i,1,0.2,i
NC(CS(=O)O)C(=O)O (configuration not stated),4,0,-4,-14,0,0,i,4,-1.8,i
CSc1nc(Cl)c(Br)c(Nc2c[nH]c(=O)[nH]c2=O)n1,3,5,-3,9,3,1,i,0,0.4,i
Cc1nnc(-c2cccc(Br)c2)c2cn(-c3cccc(Br)c3)nc12,36,0,-12,3,-24,18,x,-4,12,i
CCc1cc(=O)oc2c3c(cc(OCC(=O)NCc4cccnc4)c12)OC(C)(C)CC3,0,10,1,15,-6,3,i,-1,-0.6,x
CCc1ccccc1N1CC(C(=O)Nc2cc(C)on2)CC1=O (configuration not stated),4,1,0,-3,5,-1,i,3,-0.9,i
CC(C)NCc1cc(Br)ccc1OCc1ccccc1,2,0,2,-8,0,-15,i,-2,-1.5,i
Cc1cccc(NC(=O)c2nc[nH]c2C(=O)NCC(=O)OCc2ccccc2)c1,4,1,0,4,-2,5,i,-1,1.5,i

# A different layout for some results above:
# Results follow in this order: DNMT1 inh | SUMO1-SIM PPI | STEP block | Scp1 inh | CSN deneddyl inh | NadD inh | Rpn11 inh | Rin1 Abl inh | LMPTP block | Neddyl block
- O=C(c1ccc(N2CCCC2=O)cc1)N1CCCCCC1
    -2 | -3 | 0 | 0 | 4 | -3 | i | 1 | -0.5 | i
- CCOc1ccc(S(=O)(=O)NNC(=S)Nc2ccc(Br)cc2)cc1
    1 | 1 | -4 | -14 | -16 | 3 | i | 0 | 0.7 | i
- COc1ccc(NC(=O)C2Cc3ccccc3CN2C(=O)c2ccccc2)cn1 (configuration not stated)
    -2 | 4 | 0 | -5 | -14 | -4 | i | -4 | -1.4 | i
- Cc1cc(NC(=O)[C@H](C)NC(=O)c2ccco2)ccc1Br
    3 | 2 | -2 | -11 | 0 | -3 | i | -2 | 3.4 | i
- COC(=O)c1cc(Br)c(=O)n(CCc2ccc(F)cc2)c1
    -7 | 2 | -5 | -6 | 2 | -5 | + | -2 | -2.1 | i
- COc1ccc2c(=O)cc(C(=O)O)oc2c1
    4 | -2 | 0 | -11 | -13 | 3 | i | 3 | -1.8 | i
- COc1ccc(OCCSc2nc(N)cc(=O)[nH]2)cc1
    -1 | 2 | -1 | -7 | -1 | -5 | i | 0 | 0.7 | i
- Cc1ccc(-n2nc3c(=O)n(CCCC(=O)NCCc4ccccc4C)nc(C)c3c2C)cc1
    2 | 8 | 2 | -3 | -4 | -3 | i | 1 | 0.2 | i
- NC(CS(=O)O)C(=O)O (configuration not stated)
    4 | 0 | -4 | -14 | 0 | 0 | i | 4 | -1.8 | i

# Two compounds from above, reduced to Neddyl block:
structure,Neddyl block
CCc1ccccc1N1CC(C(=O)Nc2cc(C)on2)CC1=O (configuration not stated),i
Cc1cccc(NC(=O)c2nc[nH]c2C(=O)NCC(=O)OCc2ccccc2)c1,i

# (continued)
SMILES,DNMT1 inh,SUMO1-SIM PPI,STEP block,Scp1 inh,CSN deneddyl inh,NadD inh,Rpn11 inh,Rin1 Abl inh,LMPTP block,Neddyl block
O=C1CCC(C(=O)OCc2nnc(-c3ccc(Br)cc3)o2)=NN1,0,2,0,-5,1,-5,i,1,-0.7,i
C=CCN1CN(S(=O)(=O)c2ccc(OC)cc2)c2nc3ccccc3nc21,-3,-3,-1,-2,0,-7,i,0,0.5,i
Cc1ccc(NNC(=S)Nc2ccc(C(C)C)cc2)c(C)c1,21,6,9,49,3,-2,i,0,16,i
O=S(=O)(/N=C(/c1ccccc1)N1CCOCC1)c1ccc(Br)cc1,1,4,-3,-2,4,-1,i,-2,1.1,i
CCNc1nc(NCC)nc(N(CC)C(N)=S)n1,2,-5,3,-7,-2,3,i,0,-1.0,i
OCC(CO)(CO)N=Cc1c(O)ccc2ccccc12,-11,-5,-10,-3,3,-2,i,-5,0.6,i
CC(C)OCCCNc1nc(-c2ccccc2)nc2ccccc12,6,5,3,-1,-2,-9,i,-4,56*,i
COc1ccc(CCNc2nc(-c3ccco3)cc(C(F)(F)F)n2)cc1OC,-8,5,0,-11,-5,-7,i,1,2.7,i
O=C(O)CCC(=O)NCc1ccc(C(=O)O)cc1,3,-2,1,-3,-2,-2,i,3,-0.9,i
COc1ccc(CCNC(=O)COc2ccc(S(=O)(=O)N3CCOCC3)cc2)cc1OC,4,-1,1,-8,-1,-6,i,-2,-1.3,i
COC(=O)CCC(=O)Nc1cc(Cl)cc(Cl)c1,2,0,2,-3,-2,-7,i,4,-1.5,i
COc1ccc(-c2nn(-c3ccccc3)cc2/C=N/Nc2ccc3ccccc3n2)cc1OC,-12,-1,5,3,-3,26,i,0,5.2,x
Cc1cccc(C(=O)Oc2ccc(/C=N/O)cc2)c1,-1,-1,1,-3,6,-4,i,1,1.2,i
Cc1ccc(S(=O)(=O)N2CCN(Cc3cc4c(cc3Br)OCCO4)CC2)cc1,-6,2,-1,-1,1,4,i,-3,2.3,i
Cc1cc(=O)oc2cc(NC(=O)C(CCCN=C(N)N)NC(=O)OCc3ccccc3)ccc12 (configuration not stated),2,3,-1,-7,-1,-9,i,3,1.7,x
CCC(Oc1ccccc1OC)C(=O)Nc1ccc2c(c1)OCO2 (configuration not stated),-1,-2,0,-6,2,-2,i,2,0.5,i
Cc1cccc(Cn2cc(/C=C/[N+](=O)[O-])c3ccccc32)c1,1,-8,-2,-4,1,0,i,1,4.1,i
Cc1ccc(S(=O)(=O)NC(C(=O)OCC(=O)NC(=O)c2cccn2C)C(C)C)cc1 (configuration not stated),-7,-3,-2,-2,0,-7,i,3,-0.3,i
Cn1nnnc1SCc1ccc(C(=O)Nc2nccs2)cc1,3,9,3,-8,0,-4,i,1,-2.9,i
O=C(Nc1ccccc1C(=O)NCc1cccnc1)c1ccccc1F,1,-5,-1,-6,-2,-3,i,-3,0.7,i
COc1ccc(C(=O)N/N=C/c2c(CO)cnc(C)c2O)cc1,0,-6,0,-5,0,-8,i,-2,1.2,x
O=[N+]([O-])c1ccc(-c2nc(=S)c3c(o2)CCCC3)cc1,3,-9,0,-13,-11,1,i,-3,0.1,i
CCc1cc2c(=O)c(-c3cnn(-c4ccccc4)c3)c(C(F)(F)F)oc2c(CN(C)C)c1O,-27,-6,-2,-9,-2,0,i,-2,-0.9,i
O=C(CSc1nnc(-c2cccnc2)n1CCc1ccccc1)NCc1ccccc1,-2,4,2,-6,1,19,i,1,-0.8,i
CCN(CC)C(=O)Cn1cc(S(=O)(=O)CC(=O)N2CCCCCC2)c2ccccc21,1,-2,0,-5,-1,2,i,-7,1.3,i
N#C/C(=C\c1ccccc1[N+](=O)[O-])C(=O)Nc1ccc(S(N)(=O)=O)cc1,-7,-26,-2,1,1,3,i,-2,-0.1,i
O=C(O)c1cc(NC(=O)c2ccc(Br)cc2)cc(NC(=O)c2ccc(Br)cc2)c1,4,28,0,-1,-1,-3,i,-2,-3.4,i
